TEAD-YAP inh – TEAD-YAP interaction inhibition | actives 1.4% (n = 640,000) | HEK-TIYL cells, TEAD-Gal4/YAP UAS-luciferase luminescence | inhibition, % at 9.12 µM; in the data active means inhibition above about 32%;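 further: 0% = median of test compound wells and 100% = reference inhibitor wells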
GPR151 activ – activates the human receptor GPR151; Q8TDV0; PathHunter beta-arrestin GPR151 cells, luminescence; activation, % at 11.2 µM; actives 1% (n = 650,000); in the data active means activation above about 4.9%;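 further: 0% = median of compound wells and 100% = cells with positive control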
FBW7 activator – human FBW7 E3 ligase activation, primary screen; AlphaScreen FBW7–phospho-cyclin E peptide binding, activator screen; normalized activity (activation), % at 26.1 µM; actives 0.13% (n = 650,000); in the data active means normalized activity above about 1.9%;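 further: purified mutant Fbw7 with reduced substrate affinity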
MITF primary – human MITF inhibition, primary screen; AlphaScreen MITF homodimerization, bead proximity signal; O75030; inhibition, % at 2.6 µM; AID 1259374; actives 0.91% (n = 650,000); in the data active means inhibition above about 50%;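 further: 0% = vehicle wells with protein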
Target sequence (O75030 whole entry, looked up): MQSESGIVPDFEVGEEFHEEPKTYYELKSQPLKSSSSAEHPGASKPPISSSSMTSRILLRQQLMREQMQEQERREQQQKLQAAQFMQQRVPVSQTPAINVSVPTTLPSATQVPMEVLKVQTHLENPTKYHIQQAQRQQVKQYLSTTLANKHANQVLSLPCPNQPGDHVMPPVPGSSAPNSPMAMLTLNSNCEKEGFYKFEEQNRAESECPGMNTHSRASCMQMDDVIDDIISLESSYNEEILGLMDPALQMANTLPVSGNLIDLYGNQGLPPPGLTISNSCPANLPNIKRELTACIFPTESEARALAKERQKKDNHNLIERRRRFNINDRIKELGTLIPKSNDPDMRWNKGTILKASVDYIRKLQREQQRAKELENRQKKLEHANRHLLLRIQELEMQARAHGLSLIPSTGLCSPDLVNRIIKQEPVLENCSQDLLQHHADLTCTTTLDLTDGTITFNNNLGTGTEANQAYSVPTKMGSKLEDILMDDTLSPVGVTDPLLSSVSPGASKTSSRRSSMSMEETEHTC
The depositor's hits bear a star; . = not tested or not shown. Outcome played no part in choosing rows; 3.4% or so of the library scored in one or more.

Results follow in this order: TEAD-YAP inh	GPR151 activ	FBW7 activator	MITF primary
- CC1=CSC2=NC(=O)/C(=C\c3coc4ccccc4c3=O)C(=N)N12
  6	0.5	0.1	-4
- Nc1cc(Cl)c([N+](=O)[O-])cc1COc1ccccc1
  -24	0.3	-0.1	7
- CC(=O)c1ccc(NC(=O)c2ccc(CSc3ccccn3)cc2)cc1
  -7	-0.4	0.0	0
- CC(C)[C@H](Cn1nnc2ccccc21)NC(=O)c1cccnc1
  6	0.7	0.1	13
- Cc1ccc(C)c(CN2CCc3nnc(CNC(=O)Cc4ccccc4)n3CC2)c1
  4	1.5	0.0	-1
- CC(C)C(=O)NNC(=O)CSc1nnnn1C(C)C
  -9	0.7	0.0	-5
- Cc1ccc(CNC(=O)COc2ccc(C)cc2C)cc1
  -16	-1.7	0.4	-7
- Clc1cccc(-n2ncc3c(SCc4cccnc4)ncnc32)c1
  4	0.3	0.9	4
- CC(N)(COP(=O)(O)O)C(=O)O (centres undefined)
  .	-1.4	0.0	21
- CCOC(=O)C1=CN(Cc2ccc(OC)cc2)C=C(C(=O)OCC)C1c1ccc(Cl)cc1
  4	-1.1	0.1	1
- CCN1C(=O)/C(=C/c2ccccc2F)S/C1=N/S(=O)(=O)c1ccccc1
  -8	1.6	0.2	14
- CC(C)N(CCNC(=O)c1ccc2nc(Nc3ncccn3)sc2c1)C(C)C
  -18	1.7	-0.1	-4
- COc1ccc2oc(=Nc3ccc(C(=O)c4ccccc4)cc3)c(C(N)=O)cc2c1
  4	-0.6	0.0	2
- O=[N+]([O-])c1cn[nH]c1-c1nnn(C23CC4CC(CC(C4)C2)C3)n1
  -6	1.5	0.0	14
- COC(=O)Cc1c(C)c2ccc(OCC(N)=O)c(C)c2oc1=O
  -2	-0.6	0.1	73*

In another format: entries from further up.
molecule	TEAD-YAP inh	GPR151 activ	FBW7 activator	MITF primary
Clc1cccc(-n2ncc3c(SCc4cccnc4)ncnc32)c1	4	0.3	0.9	4
CCN1C(=O)/C(=C/c2ccccc2F)S/C1=N/S(=O)(=O)c1ccccc1	-8	1.6	0.2	14
Cc1ccc(CNC(=O)COc2ccc(C)cc2C)cc1	-16	-1.7	0.4	-7
Nc1cc(Cl)c([N+](=O)[O-])cc1COc1ccccc1	-24	0.3	-0.1	7
CC(C)N(CCNC(=O)c1ccc2nc(Nc3ncccn3)sc2c1)C(C)C	-18	1.7	-0.1	-4

Returning to the listing; the two compounds before the break are reprinted first.
Results follow in this order: TEAD-YAP inh	GPR151 activ	FBW7 activator	MITF primary
- O=[N+]([O-])c1cn[nH]c1-c1nnn(C23CC4CC(CC(C4)C2)C3)n1
  -6	1.5	0.0	14
- COC(=O)Cc1c(C)c2ccc(OCC(N)=O)c(C)c2oc1=O
  -2	-0.6	0.1	73*
- C/C(=N\NC(=O)CNC(=O)c1ccc(Br)cc1)c1ccccc1
  14	2.2	0.1	7
- O=C(CCn1cnc2ccccc2c1=O)Nc1cccc(Cl)c1Cl
  4	-1.1	0.5	8
- Nc1c(S(=O)Cc2ccccc2)sc2nc(-c3cccs3)cc(-c3ccccc3)c12 (centres undefined)
  13	-0.6	0.1	4
- CCC(=O)N1CCc2cc(S(=O)(=O)NCCC(=O)NCc3ccc(F)cc3)ccc21
  0	1.0	0.0	-4
- CCCCC1CN(C(=O)CCCn2cncn2)Cc2ccccc2O1 (centres undefined)
  9	0.3	-0.4	-8
- CCOC(=O)c1ccccc1NC(=O)Cn1c(=O)n(C2CCCC2)c(=O)c2ccccc21
  0	0.6	-0.1	12
- COc1ccc(NC(=O)c2cc3c(CO)cnc(C)c3oc2=Nc2cc(Cl)ccc2OC)cc1
  15	-0.6	0.7	6
- O=[N+]([O-])c1ccc(NC(=S)NN2CCOCC2)cc1
  4	-0.3	0.0	-2
- O=C(NCCCN1CCC(Cc2ccccc2)CC1)c1ccc(N2CCCC2=O)cc1
  6	-0.8	0.5	-2
- COC(=O)c1nc(-c2ccccc2)oc1N(C)C
  -2	-1.0	0.0	20
- COc1cc(-c2nc3ccccc3o2)cc(OC)c1OC
  12	-0.5	-0.1	3
- O=C1NC(=O)/C(=C/c2ccc(N3CCCC3)cc2)N1
  -42	-0.5	0.3	17
- CCCNc1ccc2ncc(-c3ccc(C(=O)OC)cc3)n2n1
  -1	0.0	-0.4	1
- Cc1cc(=O)n(CC(=O)Nc2ccc3c(c2)OCO3)c(-n2nc(C)cc2C)n1
  13	0.2	-0.3	0
- CCOc1ccc(NC(=O)c2sc3ncn(CC(=O)Nc4ccc(C(C)C)cc4)c(=O)c3c2C)cc1
  2	-0.7	0.7	6
- Cc1cc(C)c(C)c(/C=C(/C#N)C(N)=O)c1C
  10	1.5	-0.1	-4
- CCCCOCC(O)CN1CCN(c2ccc(Cl)cc2[N+](=O)[O-])CC1 (centres undefined)
  2	0.2	0.1	-6
- O=[N+]([O-])c1cc2c(cc1/C=N/N/C(=N/c1ccccn1)c1ccccn1)OCO2
  -38	-2.4	-0.9	10
- Cn1c(=O)c2sccc2n2c(CCCC(=O)NCc3ccc(F)cc3)nnc12
  6	0.2	-0.4	-11
- CCOc1ccc(Nc2nc(Nc3ccc(NC(C)=O)cc3)nc(C)c2[N+](=O)[O-])cc1
  44*	-0.7	-0.1	-3
- CCCCCOC(=O)C1=C(C)NC(=S)NC1c1ccc(N(C)C)cc1 (centres undefined)
  0	-0.6	0.0	2
- COc1ccc(N2C(=O)CC(NCCc3c[nH]c4ccccc34)C2=O)cc1 (centres undefined)
  -1	0.5	0.0	6
- COC(=O)C(NS(=O)(=O)c1ccc2ccccc2c1)C(O)c1ccccc1 (centres undefined)
  11	0.1	0.1	7
- CCc1ccccc1N(CC(=O)Nc1cccnc1)S(=O)(=O)c1ccccc1
  0	1.2	-0.2	-17
- CCCC(=O)Nc1ccc(C(=O)NCc2ccccc2Cl)cc1
  5	1.9	0.1	18
- CC(C)(C)SCCNS(=O)(=O)c1ccc(F)cc1
  5	-1.0	0.0	-18
- O=S(=O)(NCc1csc(-c2ccccc2)n1)c1ccc2c(c1)OCCO2
  7	-0.3	0.0	10
- Cc1c(CN2CCCC(C)C2)c(O)n(CCO)c(=O)c1C#N (centres undefined)
  8	-0.3	-0.2	12
- O=C(COc1ccc(Br)cc1)NNC(=O)Cc1c[nH]c2ccccc12
  0	-0.8	0.3	11
- CC1=NC(=S)C(C#N)C(c2ccccc2)=C1 (centres undefined)
  3	-0.8	-0.2	9
- C[n+]1cccc(C(=O)NCCOC(=O)c2ccc(F)cc2)c1
  0	0.1	0.1	-8
- CC(=O)c1c(O)nc2cc(C)ccn2c1=S
  0	0.4	0.0	-11
- CCCCOc1ccc(/C=C2\N=C(c3ccc(Cl)cc3Cl)OC2=O)cc1
  -5	0.0	-0.1	4
- NC(=O)CN1CCN(c2nc3c(c(=O)[nH]2)CCCC3)CC1
  -5	0.5	-0.3	-3
- C#CCOc1ccc(Cl)cc1C1C2=C(CCCC2=O)NC2=C1C(=O)CCC2
  13	-2.1	0.0	-6
- Cn1c(=O)c2c(nc3n(Cc4ccccn4)c(-c4ccc(Br)cc4)cn23)n(C)c1=O
  11	1.4	0.1	7
- NS(=O)(=O)c1ccc(NC(=O)Cc2ccc(Br)cc2)cc1
  0	2.5	0.1	17
- COc1ccccc1NC(=O)c1cn(-c2ccccc2)nc1-c1cccnc1
  6	0.2	0.4	10

Whole records, quoted from the list. Order of values: TEAD-YAP inh	GPR151 activ	FBW7 activator	MITF primary
COc1ccccc1NC(=O)c1cn(-c2ccccc2)nc1-c1cccnc1 is listed with 6	0.2	0.4	10
C[n+]1cccc(C(=O)NCCOC(=O)c2ccc(F)cc2)c1 is listed with 0	0.1	0.1	-8

Assay outcomes from PubChem.
